Screens as filed in PubChem BioAssay.
CASP6 VEID inh – inhibitors of human caspase-6; P55212; purified caspase-6, Z-VEID-R110 cleavage fluorescence; inhibition, % at 12.5 µM; actives 0.53% (n = 350,000);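 active = mean inhibition across replicates at least about 35%, with every replicate also reaching that limit, limit read from the data; inconclusive = only one of the two criteria met; inactive = neither criterion met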;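 also: 0% = median of neutral control wells and 100% = no fluorescence left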
Target sequence (P55212 24-179 limits assumed): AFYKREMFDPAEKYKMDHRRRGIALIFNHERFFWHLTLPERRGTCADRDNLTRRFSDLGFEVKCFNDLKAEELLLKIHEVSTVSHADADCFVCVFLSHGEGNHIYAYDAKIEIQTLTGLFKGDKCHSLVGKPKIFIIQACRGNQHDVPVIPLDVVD
Target sequence (P55212 194-293 limits assumed): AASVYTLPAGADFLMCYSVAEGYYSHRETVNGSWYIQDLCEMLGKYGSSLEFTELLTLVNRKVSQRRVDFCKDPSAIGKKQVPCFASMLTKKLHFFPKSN
EWS-Fli inh – inhibitors of EWS/Fli oncoprotein transcriptional activity | actives 0.67% (n = 350,000) | inhibition, % at 12.6 µM | A673 NR0B1-luciferase reporter, viability-normalised;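 active = mean inhibition of at least 50% after viability correction, with every replicate also passing that limit; inconclusive = mean reaches 50% but only one of two replicates passes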;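 also: firefly luciferase signal divided by Alamar Blue viability fluorescence both relative to DMSO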
DENV2 CPE rescue – protects cells from dengue virus 2 cytopathic effect; DENV2-infected cells, cytopathic effect rescue, plate reader; CPE inhibition, % at 9.99 µM; actives 1.7% (n = 350,000); AID 651640; in the data active = CPE inhibition above about 20%, passing the limit was not always enough; inconclusive = no clear call, values can overlap the other calls; tested in BHK-21 cells;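 also: 0% = median of neutral control wells and 100% = median of positive control wells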
LGR2 antag – inhibitors of bursicon-induced Drosophila LGR2 receptor cAMP signaling | HEK293 LGR2, CRE-luciferase, bursicon-stimulated, 4 h | actives 0.35% (n = 380,000) | AID 720647 | inhibition, % at 9.99 µM;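 active = drop in luminescence signal, shown as inhibition above about 50% in the replicate tests, limit read from the data, passing the limit was not always enough; inconclusive = probably only some replicates passing the limit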;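 also: agonist challenge used bursicon conditioned medium at about half maximal strength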
SIRT5 inh – inhibitors of human sirtuin-5 desuccinylase. actives 1.1% (n = 330,000). AID 652115. Q9NXA8. Purified SirT5, succinyl-peptide AMC, trypsin-coupled fluorescence. inhibition, % at 15 µM; in the data active = inhibition above about 15%; inconclusive = no clear call, values can overlap the other calls
Target sequence (Q9NXA8 whole entry, looked up): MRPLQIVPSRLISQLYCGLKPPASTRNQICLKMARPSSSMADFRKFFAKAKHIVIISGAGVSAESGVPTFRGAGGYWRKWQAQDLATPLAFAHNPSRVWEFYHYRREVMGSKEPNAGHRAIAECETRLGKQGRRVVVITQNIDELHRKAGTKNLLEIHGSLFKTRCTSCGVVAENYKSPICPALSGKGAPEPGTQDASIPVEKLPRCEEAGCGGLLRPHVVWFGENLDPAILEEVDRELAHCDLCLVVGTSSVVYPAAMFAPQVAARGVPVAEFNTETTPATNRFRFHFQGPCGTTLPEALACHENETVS
PAX8 inh HTS – PAX8 transcriptional activity inhibition | actives 1.2% (n = 360,000) | AID 652154 | RMG-I TPO-luciferase reporter, SteadyGlo, 24 h | inhibition, % at 12.6 µM;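 active = mean replicate inhibition at least 60% with every replicate also reaching 60%; inconclusive = only one of the two criteria is met; inactive = mean below 60% and not all replicates reaching 60%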;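 also: luciferase light reporting Pax8 driven TPO promoter activity; plate controls were median of neutral control wells for no effect and mitoxantrone controls for full effect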
ARNT-TACC3 inh – disruptors of human ARNT/TACC3 interaction; actives 0.66% (n = 390,000); AlphaScreen His-ARNT PAS-B/GST-TACC3 binding, luminescence; TACC3 fragment carries E629A point mutation; Q9Y6A5; inhibition, % at 9.99 µM;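 active = mean inhibition of replicates at least 50% and at least half of replicates each reaching 50%; inconclusive = half or more replicates reach 50% but mean below 50%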;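 also: 0% = complete ARNT plus TACC3 wells and 100% = ARNT alone without TACC3; many hits fall short of the cut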
Starred values were filed as active, the others as inactive; ? = inconclusive; / = not tested or not shown; & = joins results of further samples. An excerpt (hit frequency here may not be typical).

SMILES	CASP6 VEID inh	EWS-Fli inh	DENV2 CPE rescue	LGR2 antag	SIRT5 inh	PAX8 inh HTS	ARNT-TACC3 inh
COc1ccc(N/N=C/c2c(O)n(-c3ccc(C)c(C)c3)c(=O)[nH]c2=O)cc1	/	/	/	-5	/	6	29
O=c1[nH]c(=O)n(-c2ccc(Cl)cc2)c(O)c1C=NCCN1CCCCC1	-7	-7	-3	-31	0	4	-4
Cc1ccc2cc(CNCCc3ccccc3C)c(=O)[nH]c2c1	-1	9	3	-2	6	-36	0
CCOP(=O)(OCC)C1(O)C(=O)Nc2ccccc21 (stereo not given)	/	/	/	14	/	16	-5
c1ccc(P(c2ccccn2)c2ccccn2)cc1	-1	14	-3	3	-5	-9	-3
CC1([N+](=O)[O-])COP(=O)(Nc2ccccc2F)OC1 (stereo not given)	4	10	-7	2	/	4	-6
O=C(NC1CCCCC1)N1Cc2ccc(Br)cc2-n2nncc2C1	-2	-18	?	13	-1	-16	/
COc1ccc2c(c1O)C13CCN(C)C(C2)C1CCC(=O)C3 (stereo not given)	-3	3	-1	-10	-1	6	/
CC(=O)NC1=C(N2CC2C)C(=O)C(NC(C)=O)=C(N2CC2C)C1=O (stereo not given)	38*	-8	5	4	1	-4	8.8*
Cc1ccc(/C=C2\C(=O)NC(=S)N(c3ccc(F)cc3)C2=O)o1	41*	5	-7	-11	12	3	2
COc1ccc(-c2cc(-c3ccccc3)[n+](C)c(-c3ccccc3)c2)cc1	4	39	-8	44	-5	87*	-1
Cc1noc(C)c1COc1ccc(C(=O)NCC2(N(C)C)CCCCC2)cc1	-5	4	-7	-4	/	11	/
COC(=O)C(O)(c1ccc(N(C)C(=O)c2cccs2)cc1)C(F)(F)F (stereo not given)	0	1	0	-2	-1	24	-3
COC(=O)Cn1cc(/C=C2\C(=O)NC(=O)N(c3ccccc3)C2=O)c2ccccc21	0	22	15	19	-2	-10	-2
Cc1cccc(OP(N)(N)=O)c1C	0	-2	0	18	-2	-14	-4

Nothing new here: an excerpt of the list.
SMILES	CASP6 VEID inh	EWS-Fli inh	DENV2 CPE rescue	LGR2 antag	SIRT5 inh	PAX8 inh HTS	ARNT-TACC3 inh
COC(=O)Cn1cc(/C=C2\C(=O)NC(=O)N(c3ccccc3)C2=O)c2ccccc21	0	22	15	19	-2	-10	-2
Cc1cccc(OP(N)(N)=O)c1C	0	-2	0	18	-2	-14	-4

The results go on:
SMILES	CASP6 VEID inh	EWS-Fli inh	DENV2 CPE rescue	LGR2 antag	SIRT5 inh	PAX8 inh HTS	ARNT-TACC3 inh
COc1ccc(CCn2c(O)c(C=NCCCn3ccnc3)c(=O)[nH]c2=O)cc1OC	-3	/	/	-8	-1	/	2
COc1cc(CC2(CCc3ccncc3)C(=O)N(C)C(=O)N(C)C2=O)cc(OC)c1OC	0	4	6	5	/	8	-7
N#Cc1c(N2CCNCC2)nc(-c2ccco2)c2c1CCCC2	1	16	16	-27	0	-8	-5
O=c1ccc2cc(O[C@@H]3O[C@@H](CO)[C@H](O)[C@@H](O)[C@@H]3O)c(O)cc2o1	2	2	-7	5	-128	10	1
Cc1nc2ccc(Br)cc2c(=O)n1-c1ccc([N+](=O)[O-])c(C(F)(F)F)c1	2	14	2	?	/	33	1
O=C1NC(=O)N(Cc2ccco2)C(=O)/C1=C/c1cccn1CCOc1ccccc1Cl	58*	/	2	-17	/	-18	-9
O=C(O)C1=CC2c3ccccc3C1c1ccccc12	2	3	-7	/	-4	23	-3
CC(C)CCOP(N)(=O)Oc1ccccc1Cl (stereo not given)	0	1	-8	-30	/	7	13
Cn1c(O)c(Cc2ccc(OCc3ccccc3)cc2)c(=O)n(C)c1=O	1	-59	-3	-16	0	-82	1
COC(=O)C1=Nc2ccccc2/C1=C\c1c(O)n(C)c(=O)n(C)c1=O	0	9	2	12	-2	0	/
Cc1cc(OCC(=O)N2C[C@H]3C[C@@H](C2)c2cccc(=O)n2C3)c2c(C)c(C)c(=O)oc2c1	-6	3	10	-7	-5	/	-5
O=C(Cc1ccccn1)N1CCCCN2[C@@H](CO)[C@@H](c3ccc(Br)cc3)[C@@H]2C1	0	-2	33*	-32	0	-9	-4
Cc1ccc(S(=O)(=O)Oc2ccccc2C=C2C(=O)N(C)C(=O)N(C)C2=O)cc1	2	-20	-3	26	0	/	3
C/C=C/c1ccc(C2[C@@H]3CN(C(=O)C4CCOCC4)C[C@H]2N3)cc1 (stereo not given in full)	2&2	-18&-15	5&7	-1&0	-3&-3	-10&2	/
CC(Cc1ccccc1)NCC(=O)Nc1cc(N(C)C)nc2ccccc12 (stereo not given)	-2	17	1	7	/	-18	4
COc1cc(N2CCOCC2)ccc1C=C1C(=O)NC(=O)NC1=O	5	-27	-3	4	-2	0	/
COC(=O)C1=C(c2ccc3ccccc3c2)C[C@@H]2CC[C@H]1N2C(=O)N1CCCCC1	1	9	-13	4	-1	-11	0
Nc1c([N+](=O)[O-])cc(F)c(N2CCNCC2)c1Br	-1	3	/	1	-2	-6	-10
Cc1cc(OCC(=O)NCc2cccnc2)c2c3c(c(=O)oc2c1)CCCC3	-3	/	-1	0	0	11	-7
Cc1ccccc1-n1c(O)c(/C=N/NC(=O)c2ccncc2)c(=O)[nH]c1=O	0	2	15	2	5	-2	71*
C[C@@H]1CNCCN1c1ccc(N2CC[C@@H](O)C2)c(C#N)c1	3	-41	-2	24	-1	-17	/
COc1ccc(C#Cc2ccc([C@@H]3[C@H](CO)N4CCCCN(C(=O)Cc5cccnc5)C[C@@H]34)cc2)cc1	0	-1	27*	-7	-1	-4	17
COC(=O)C1=C(c2ccc(OCc3ccccc3)cc2)C[C@@H]2CC[C@H]1N2C(=O)NCCCc1ccccc1	0	7	7	6	-4	-5	-6
CCOP(=O)(OCC)C(NC(=O)c1ccc(C)cc1)=C(Cl)Cl	-2	1	0	3	0	-1	/
N#CCCn1cc(C(=O)NCc2ccccc2)c(-c2ccccc2)n1	-3	-14	3	7	0	15	-11
O=C(C(=O)N1CCOCC1)c1cn(CCCOc2ccccc2)c2ccccc12	1	-5	0	?	1	6	0
CCOc1ccc(-n2c(O)c(N=Nc3c(C)n(C)n(-c4ccccc4)c3=O)c(=O)[nH]c2=O)cc1	16	8	-1	1	-2	-22	60*
CCC(C)NC(=O)CN1C(=O)CN=C(c2ccccc2)c2ccccc21 (stereo not given)	-1	-15	3	3	-3	1	/
NS(=O)(=O)OC(CCc1ccccc1)C(Cl)(Cl)Cl (stereo not given)	3	0	/	-6	-1	-9	-5
CCCCCn1c(=O)c(C(=O)Nc2ccccc2C)c(O)c2ccccc21	-1	-38	0	-13	-2	-14	-32
COC(=O)C1=C(c2cccc(OCc3ccccc3)c2)C[C@@H]2CC[C@H]1N2C(=O)NCCCOC(C)C	1	5	-12	3	27*	-4	-10
CC(=O)N1N=C2C3CCN(CC3)C2C1c1ccc(C)cc1 (stereo not given)	0	-7	-1	3	-2	-22	-1
N#Cc1ccc(-c2ccc([C@@H]3[C@H](CO)N4CCCCN(C(=O)Cc5ccccc5)C[C@@H]34)cc2)cc1	2	10	1	-9	-1	-2	27
O=C(C(=O)N1CCOCC1)c1cn(Cc2ccccc2Cl)c2ccccc12	1	10	-1	5	2	8	5
COc1cccc(C(=O)N2C[C@H]3C[C@@H](C2)c2cccc(=O)n2C3)c1	-6	-4	-3	-7	-1	/	-3
O=Cc1c(C(=O)O)n(Cc2ccccc2Cl)c2ccccc12	-1	6	1	19	2	3	-7
CN1CN=C(N[N+](=O)[O-])N(Cc2ccco2)C1	-1	-11	-4	/	/	1	-2
CCCCNC(=S)N1CCn2cccc2C1c1cccnc1 (stereo not given)	-3	4	9	-5	5	2	0
C#C[C@]1(O)CCC2C3CCC4=C/C(=N/OCC(=O)NC(C)C(=O)NC(CCSC)C(=O)O)CC[C@]4(C)C3CC[C@@]21C (stereo not given in full)	8	9	-1	5	-6	32	0
Cc1nc2ccccn2c1P(=S)(c1ccccc1)c1ccccc1	-2	-1	2	21	-1	-4	/
O=c1[nH]c(=S)n(-c2ccccc2Cl)c(O)c1C=NCCN1CCNCC1	-27	-5	-10	0	1	11	-1
COC1CCCCC1NCCc1ccccc1 (stereo not given)	1	-5	-3	-20	-3	17	-2
COCCCNP1(=O)OCC(C)([N+](=O)[O-])CO1 (stereo not given)	-2	-1	-5	0	-2	11	-22
COc1cc(CN=C(C)c2c(O)n(C)c(=O)n(C)c2=O)cc(OC)c1	2	20	-5	11	3	29	-3
O=C(Cc1cccnc1)N1CCCCN2[C@H](CO)[C@H](c3ccc(C#CC4CCCC4)cc3)[C@@H]2C1	0	4	11	12	11	-23	-4
NCC(O)c1cc(O)c(O)cc1F (stereo not given)	/	-23	-2	1	-2	6	/
N#Cc1ncc(N=Cc2ccc(N(CCCl)CCCl)cc2)s1	10	0	6	-3	8	4	-2
CCC(=O)Nc1ccccc1	-2	1	-1	-11	/	/	-7
Cc1ccc(S(=O)(=O)N2CCCC2c2cccnc2)cc1 (stereo not given)	4	1	-4	4	3	-17	3
CCOP(=O)(C#Cc1ccccc1)C(O)c1ccc(Br)cc1 (stereo not given)	-1	-2	-7	-20	2	-1	-6
CC1=CC(C)CC(C)OC(=O)CC(c2ccc(O)cc2)NC(=O)C(Cc2c(Br)[nH]c3ccccc23)N(C)C(=O)C(C)NC(=O)C(C)C1 (stereo not given)	-3	-25	-18	82*	-2	102*	-5
COC(=O)C1=C(c2cccc(OCc3ccccc3)c2)C[C@@H]2CC[C@H]1N2C(=O)NCc1ccc(Cl)cc1	-1	10	25*	27	-4	22	-1
O=c1ccc2cc(OC3O[C@H](CO)[C@@H](O)[C@H](O)[C@H]3O)c(O)cc2o1 (stereo not given in full)	4	-11	8	-3	-110	-3	-1
CCC(CO)(C(=O)OC1CC2CCC(C1)N2C)c1ccccc1 (stereo not given)	-2	-5	3	-5	-1	2	/
CC1(CCO)C(=O)NC(=S)NC1=O	-3	-4	?	5	0	-17	-9
CC(C)Nc1ccc(Nc2ccccc2)cc1	1	-4	3	-9	-2	38	37
O=C(c1ccc(Cl)cc1)C1CCCN(Cc2cccc3cnccc23)C1 (stereo not given)	-1	19	2	13	-5	14	9
COc1ccc(CCNC(C)CCc2ccc(OC)cc2)cc1 (stereo not given)	-3	2	-3	18	-3	/	1
CC(C)(C)n1cccc1/C=C1\C(=O)NC(=O)N(c2ccccc2)C1=O	/	/	/	-13	/	5	-1
CCn1c(O)c(C=NCc2ccccc2)c(=O)[nH]c1=S	1	11	3	11	-3	3	/

Additional records:
SMILES	CASP6 VEID inh	EWS-Fli inh	DENV2 CPE rescue	LGR2 antag	SIRT5 inh	PAX8 inh HTS	ARNT-TACC3 inh
CC(C)NC(=O)Cn1cc(C(=O)c2ccccc2)c2ccccc21	-6	4	-4	/	-1	1	/
O=c1[nH]c(=S)n(C2CC2)c(O)c1C=NCc1ccc(F)cc1	4	15	6	9	-6	1	-2
COc1cc([C@@H]2c3cc4c(cc3[C@@H](OC)[C@H]3COC(=O)[C@H]23)OCO4)cc(OC)c1O	0	63*	1	-20	/	21	4
COc1ccc2[nH]cc(CCN)c2c1	-1	9	5	/	/	/	8
N#CC1c2ccccc2-n2nncc2CN1S(=O)(=O)c1ccccc1 (stereo not given)	2	9	16	-12	-3	-17	20
O=C(N/N=C/c1c(O)n(CCc2ccc(F)cc2)c(=O)[nH]c1=O)c1ccncc1	3	4	5	13	2	-8	65*
CCOc1ccc(CC2(CCc3ccncc3)C(=O)NC(=O)NC2=O)cc1	5	3	-8	6	-2	6	/
O=C(CSC1c2ccccc2-c2ccccc21)N/N=C/c1ccccc1C(=O)O	2	-8	/	29	2	1	-2

Four of the compounds above, with two lines to a compound.
Below each compound – CASP6 VEID inh, EWS-Fli inh, DENV2 CPE rescue, LGR2 antag, SIRT5 inh, PAX8 inh HTS, ARNT-TACC3 inh
O=c1[nH]c(=S)n(C2CC2)c(O)c1C=NCc1ccc(F)cc1
→ 4, 15, 6, 9, -6, 1, -2
COc1cc([C@@H]2c3cc4c(cc3[C@@H](OC)[C@H]3COC(=O)[C@H]23)OCO4)cc(OC)c1O
→ 0, 63*, 1, -20, /, 21, 4
COc1ccc2[nH]cc(CCN)c2c1
→ -1, 9, 5, /, /, /, 8
N#CC1c2ccccc2-n2nncc2CN1S(=O)(=O)c1ccccc1 (stereo not given)
→ 2, 9, 16, -12, -3, -17, 20
